Ecoli viability: bacterial growth inhibition, counter-screen for AddAB inhibitors. AID 449728. 330,000 tested, 0.27% active. inhibition, % at 11.9 µM. E. coli V3065 growth, OD600 absorbance, 18 h;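 active = inhibition above the campaign's mean inhibition across all tested compounds plus 3 SD, cut at about 9.9% in these data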;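 also: uninfected addAB+ strain grown without phage in ampicillin broth; 0% = DMSO wells and 100% = ciprofloxacin 0.95 µg/ml wells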
PvdQ inh: blocks Pseudomonas aeruginosa PvdQ acylase activity; purified PvdQ acylase, fluorescence plate reader; inhibition, % at 10 µM; 340,000 tested, 0.063% active; in the data active = inhibition above about 30%, passing the limit was not always enough;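 also: 0% = vehicle neutral wells and 100% = reference inhibitor wells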
AddAB inh: less growth of phage-infected E. coli with AddAB; E. coli expressing H. pylori AddAB, absorbance growth; inhibition, % at 11.9 µM; 330,000 tested, 0.29% active; AID 435030; in the data active = inhibition above about 12%;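 also: 0% = vehicle wells of infected cells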
Wnt act: Wnt/beta-catenin pathway activation; Wnt/beta-catenin reporter cell assay, activator, plate reader; activation, % at 9.35 µM; 300,000 tested, 1.2% active; AID 743398; in the data active = activation above about 30%, passing the limit was not always enough;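 also: 0% = neutral control wells and 100% = positive control wells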
Rtt109 HAT inh: inhibitors of Candida albicans Rtt109/Vps75 histone acetyltransferase; Q5AAJ8; purified Rtt109/Vps75, ThioGlo CoA-SH fluorescence, 4 h; inhibition, % at 34.9 µM; 330,000 tested, 0.16% active;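 active = inhibition of at least 50% in every replicate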
Target sequence (Q5AAJ8 whole entry, looked up): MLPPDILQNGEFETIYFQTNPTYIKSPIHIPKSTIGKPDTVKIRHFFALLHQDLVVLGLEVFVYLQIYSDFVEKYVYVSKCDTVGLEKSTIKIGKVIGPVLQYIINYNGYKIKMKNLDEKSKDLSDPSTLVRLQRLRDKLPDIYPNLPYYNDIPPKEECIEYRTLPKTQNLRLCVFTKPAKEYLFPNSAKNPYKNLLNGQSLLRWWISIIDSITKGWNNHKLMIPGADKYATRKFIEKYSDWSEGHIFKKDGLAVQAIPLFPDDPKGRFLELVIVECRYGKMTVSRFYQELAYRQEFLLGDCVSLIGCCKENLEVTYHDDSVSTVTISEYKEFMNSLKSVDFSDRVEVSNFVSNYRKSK
DAGLB inh: blocks human DAGLB lipase activity | Q8NCG7 | 340,000 tested, 0.059% active | HEK293T DAGLB membrane lysate, EnzChek fluorogenic substrate | inhibition, % at 5.17 µM; in the data active = inhibition above about 34%;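 also: 0% = enzyme with vehicle and 100% = wells lacking enzyme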
Target sequence (Q8NCG7 whole entry, looked up): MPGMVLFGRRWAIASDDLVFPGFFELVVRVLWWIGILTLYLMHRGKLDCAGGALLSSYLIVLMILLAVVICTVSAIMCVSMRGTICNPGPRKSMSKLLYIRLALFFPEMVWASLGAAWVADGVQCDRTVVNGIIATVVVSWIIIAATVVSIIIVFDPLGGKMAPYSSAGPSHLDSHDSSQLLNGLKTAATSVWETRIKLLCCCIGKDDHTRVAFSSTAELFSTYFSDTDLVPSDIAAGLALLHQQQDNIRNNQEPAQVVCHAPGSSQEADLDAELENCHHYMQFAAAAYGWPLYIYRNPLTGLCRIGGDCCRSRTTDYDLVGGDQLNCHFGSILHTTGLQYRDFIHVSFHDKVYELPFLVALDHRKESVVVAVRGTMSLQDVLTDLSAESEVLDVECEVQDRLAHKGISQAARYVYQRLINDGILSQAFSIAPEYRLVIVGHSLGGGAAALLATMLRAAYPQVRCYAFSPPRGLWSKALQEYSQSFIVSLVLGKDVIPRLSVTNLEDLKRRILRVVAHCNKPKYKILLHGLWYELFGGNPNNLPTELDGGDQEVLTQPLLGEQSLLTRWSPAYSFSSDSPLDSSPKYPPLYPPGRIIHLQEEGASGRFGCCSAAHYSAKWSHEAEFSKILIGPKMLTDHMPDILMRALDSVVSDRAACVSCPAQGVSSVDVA
Tat transport: E. coli Tat transport inhibition | inhibition, % at 10 µM | E. coli MC4100 TorA-mCherry Tat export, fluorescence | 340,000 tested, 0.036% active | AID 488895;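 active = mean replicate inhibition at least 50% and at least half of replicates individually reaching 50%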;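 also: exported cargo escapes ClpAP degradation while cytoplasmic cargo is degraded and loses fluorescence; 0% = median of neutral control wells and 100% = median of NaSCN control wells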
phage Ecoli inh: E. coli growth loss with phage present | inhibition, % at 11.9 µM | growth absorbance | AID 651602 | 360,000 tested, 0.26% active; in the data active = inhibition above about 11%
PfHsp90 set2: inhibits growth of yeast expressing Plasmodium falciparum Hsp90; S. cerevisiae expressing PfHsp90, BacTiter-Glo ATP, 48 h; yeast lacking PDR1 and PDR3 efflux regulators; inhibition, % at 9.4 µM; 310,000 tested, 0.32% active; AID 504621;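 active = every replicate shows inhibition above about 80%, whatever the replicate mean, limit read from the data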;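 also: 0% = DMSO neutral controls and 100% = 20 µM radicicol positive controls; yeast relying on Plasmodium falciparum Hsp90 in place of its own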
CAL PDZ FP: human CAL PDZ-peptide interaction inhibition. AID 504414. purified CAL PDZ, TMR-peptide fluorescence polarization, 1 h. 330,000 tested, 0.02% active. inhibition, % at 20 µM. Q9HD26;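 active = highest replicate inhibition of at least 40%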;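 also: plate controls were DMSO neutral control wells for no effect and unlabeled competitor peptide control wells for full effect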
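System: purified tagged CAL PDZ domain construct (CerCALP). Schedule: 1 h incubation at room temperature before polarization reading. Medium: 25 mM sodium phosphate pH 7.4, 150 mM NaCl, TCEP, IgG, Thesit. Read-out: percent inhibition from loss of millipolarization. Measured by: FP readout, S and P plane fluorescence. Probe or stimulus: fluorescent TMR peptide probe.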
The depositor's hits bear a star; . = not tested or not shown.

SMILES | Ecoli viability | PvdQ inh | AddAB inh | Wnt act | Rtt109 HAT inh | DAGLB inh | Tat transport | phage Ecoli inh | PfHsp90 set2 | CAL PDZ FP
COCCn1c(SCC(=O)NC2CCCC2)nnc1-c1ccncc1 | 3.0 | 0 | 2.0 | -2 | 3 | -2 | 2 | 2.6 | 14 | -1.7
O=c1cc(/C=C/c2c(F)cccc2Cl)[nH]c2ccccc12 | 1.5 | 3 | 3.8 | . | -6 | 1 | -4 | 4.4 | 4 | -4.1
COc1ccc(Cl)cc1NC(=O)NCCCl | 3.0 | -4 | 2.5 | . | 0 | 0 | -3 | 2.2 | 0 | -1.6
COc1ccc(CNC(=O)c2cnn3c(C(F)F)cc(C)nc23)cc1OC | -0.3 | 13 | -1.8 | -2 | 9 | -2 | 14 | 1.8 | 16 | -0.7
CC(=O)N1c2ccc(S(=O)(=O)NCCC(=O)NC3CCCCCC3)cc2CC1C (stereo unspecified) | -1.5 | -6 | 4.0 | -1 | 1 | 0 | -4 | -0.3 | -7 | -2.9
Cc1ccc(-c2cc(C(=O)Nc3cc(C)ccc3O)no2)cc1 | 0.1 | -4 | -0.9 | -3 | 2 | 0 | -6 | 2.0 | -6 | -0.4
CC(OC(=O)C1CCN(S(=O)(=O)c2ccccc2C(F)(F)F)CC1)C(=O)N(C)Cc1ccccc1 (stereo unspecified) | -0.6 | -9 | 1.5 | 0 | 1 | -1 | 5 | 3.2 | 4 | -1.0
Cc1ccc(S(=O)(=O)N(C)C)cc1NC(=O)COC(=O)c1sc2cc(Cl)ccc2c1Cl | -1.8 | -6 | -3.3 | -1 | -6 | 2 | 1 | 2.5 | -24 | 0.0
CCCOc1ccc(C(=O)N2CCCC2C(=O)O)cc1 (stereo unspecified) | -0.7 | 9 | 1.8 | . | . | -1 | -7 | -0.8 | 1 | -1.4
O=C(Oc1ccc2c(c1)OCC2=O)c1ccccc1 | -1.1 | -1 | 2.3 | 14 | . | -2 | -1 | -0.6 | -1 | -3.0
CCNC(=S)N/N=C1\CCCCc2ccccc21 | -1.2 | -26 | -2.1 | 0 | -5 | -4 | 1 | 4.3 | -18 | -1.1
Cc1nc(N2CCC3(CC2)OCCO3)c2nnn(Cc3ccccc3F)c2n1 | -2.2 | -4 | -1.8 | 2 | 1 | -3 | -6 | 1.2 | -8 | -1.9
CN(C)c1ccc(/C=N/NC(=O)c2nnn(-c3nonc3N)c2CN2CCCCCC2)cc1 | -0.6 | -10 | 3.8 | -3 | 3 | 4 | -7 | 0.6 | -7 | 0.2
CCS(=O)(=O)N1CCCC(C(=O)NC2CCCCC2)C1 (stereo unspecified) | 0.7 | -2 | 3.6 | 0 | -7 | -2 | 6 | 1.9 | -2 | -0.2
COc1ccc(NC(=O)CC2C(=O)N(Cc3ccccc3)C(=S)N2CCN2CCOCC2)cc1 (stereo unspecified) | 2.3 | -7 | 3.2 | 0 | -9 | 2 | -1 | 2.4 | . | -2.6
CCc1ccc(OCC(=O)NCCc2ccc3c(c2)OCCO3)cc1 | -2.6 | -12 | 0.6 | 5 | 4 | -16 | 1 | 0.9 | -13 | 1.0
COc1cc(/C=C/C(=O)N(C)CC(=O)Nc2ccccc2Br)cc2c1OCCO2 | 3.2 | 7 | 1.5 | 0 | -1 | -1 | 3 | 1.1 | -9 | -0.6
CCOc1ccc(S(=O)(=O)Nc2cccc(C(=O)NCCCN3CCCC3=O)c2)cc1 | -1.4 | -8 | 0.9 | 1 | 2 | 0 | -1 | 2.1 | 0 | -2.8
Cc1nc2c(C(=O)N3CCOCC3)cnn2c(C)c1Cc1ccc(Cl)cc1 | -3.9 | 3 | 1.3 | . | 13 | -2 | 0 | 4.0 | . | -1.5
COc1ccc2c(c1OC)C(=O)OC2n1c(O)c(N=NC(C)=O)c2ccccc21 (stereo unspecified) | 0.3 | -12 | 1.3 | -1 | -4 | -5 | -4 | -1.7 | 29 | -1.5
C=CCN(c1ccccc1)S(=O)(=O)c1cc2c(cc1C)NC(=O)CO2 | -2.8 | -3 | 5.4 | 0 | -10 | 2 | 0 | -0.3 | -12 | 0.3
Cc1ccc(C(=O)NNC(=O)c2ccoc2C)s1 | . | -12 | . | 4 | -13 | 2 | -9 | -0.1 | 5 | -1.1
Cn1c(-c2ccsc2)c(-c2cccs2)c2cc(-c3ccc4cc[nH]c4c3)ccc21 | -1.1 | -13 | -1.5 | -9 | -9 | 0 | -7 | 2.6 | -17 | 1.0
COc1cc(C2C(C#N)=C(N)N(c3sc4c(c3C#N)CCCC4)C3=C2C(=O)CC(C)(C)C3)cc(OC)c1OC (stereo unspecified) | 1.0 | -11 | 2.8 | . | 3 | 0 | -12 | . | 12 | -0.7
COc1ccc(OCC2CCNCC2)cc1 | 0.0 | 8 | 4.5 | 0 | 12 | -4 | 13 | 0.3 | 24 | 12

Remaining list, next part:
SMILES | Ecoli viability | PvdQ inh | AddAB inh | Wnt act | Rtt109 HAT inh | DAGLB inh | Tat transport | phage Ecoli inh | PfHsp90 set2 | CAL PDZ FP
CCCOc1ccc(N2C(=O)CC(N3CCN(c4ccccc4F)CC3)C2=O)cc1 (stereo unspecified) | 0.6 | -1 | -0.1 | -2 | -4 | -2 | -4 | 1.8 | 13 | -0.1
O=C(Nc1ccc(OCC(=O)N2CCOCC2)cc1)c1ccccc1F | 1.5 | -13 | 3.4 | 7 | 14 | 0 | 2 | 1.0 | -6 | -2.5
O=C(NCc1ccco1)c1ccc(S(=O)(=O)N2CCCCC2)cc1 | 1.9 | 3 | 2.5 | 1 | -9 | -1 | 3 | 0.1 | -6 | -3.8
N#Cc1cc(S(=O)(=O)c2ccccc2)c(N)[nH]c1=O | 1.1 | -8 | 1.8 | -2 | -1 | 3 | 6 | 1.0 | . | .
Cc1ccc(SCC(=O)Nc2ccc3c(c2)C(=O)N(C)C3=O)cc1 | 1.3 | -5 | -0.1 | -2 | 2 | -1 | 4 | 2.4 | -6 | -2.4
O=C(NCC1COc2ccccc2O1)c1ccc(Cl)c(S(=O)(=O)N2CCOCC2)c1 (stereo unspecified) | 0.0 | -15 | 0.9 | -3 | 6 | 0 | 4 | 1.3 | 8 | -2.5
CCOC(=O)c1c(N)sc(C(=O)N2CCOCC2)c1C | -1.2 | -4 | 1.3 | . | 8 | 1 | -13 | 1.6 | -3 | .
O=C(NCc1ccc2c(c1)OCO2)c1cccc(N2CCCC2=O)c1 | -0.3 | -12 | 0.2 | -7 | 0 | -1 | 11 | 1.6 | -40 | -0.3
CN=C(c1ccc(C)cc1)n1c(=S)nc(-c2ccc(C)cc2)n(C)c1=S | 2.6 | -10 | 3.8 | 55* | -1 | -12 | -7 | 3.8 | 6 | -3.4
CCOc1ccc(OCC(=O)Nc2cc3c(cc2C(=O)O)OCCCO3)cc1 | -2.3 | -7 | 1.7 | 2 | 7 | 3 | -4 | -2.6 | -13 | -1.3
CCc1sc(NC(C)=O)nc1-c1ccccc1 | -0.6 | 2 | -1.9 | . | . | -1 | 3 | 2.9 | -14 | -4.0
CC(C)N(Cc1cn(C)nc1-c1cccc(Cl)c1)CC1CCC(=O)N1 (stereo unspecified) | 0.8 | 0 | 3.1 | -2 | 0 | 2 | 0 | 1.8 | -15 | -1.9
Cc1ccc(C(=O)Nc2nc3ccc(S(C)(=O)=O)cc3s2)s1 | -0.7 | 0 | -0.2 | . | -4 | -1 | 13 | 4.8 | . | -2.5
O=C(Cn1c(SCC(=O)N2CCc3ccccc3C2)nc2ccccc21)NC1CCCC1 | -5.6 | -5 | 1.7 | -7 | 14 | -2 | -5 | 0.3 | 19 | -2.0
COCC1CCN(Cc2cn(C)nc2-c2cccc(Cl)c2)C1 (stereo unspecified) | -2.6 | -5 | 0.5 | -2 | -2 | 0 | -8 | 6.2 | 10 | -0.6
O=C1NC(=O)C(c2ccc(Cl)cc2)N1 (stereo unspecified) | -0.9 | -6 | 0.0 | 0 | -2 | 2 | 11 | 0.1 | 8 | .
O=C(CN1CCN(Cc2ccccc2)CC1)N/N=C/c1c[nH]c2ccccc12 | -0.4 | -1 | 1.6 | -2 | -11 | 2 | 0 | 1.3 | -5 | -2.3
COc1cccc(/C=C/C(=O)OC(C)C(=O)Nc2c(C)n(C)n(-c3ccccc3)c2=O)c1 (stereo unspecified) | 1.4 | -2 | 4.2 | -2 | 3 | 2 | -2 | 3.5 | -7 | -0.2
CSC1=NCCN1C(=O)COc1ccccc1 | 0.8 | 3 | 3.6 | -2 | -12 | 0 | -8 | 0.8 | -19 | 0.2
COc1ccc(CCN/C=C2/CC(=O)NC2=O)cc1OC | -2.5 | -5 | 1.9 | . | 1 | 0 | 4 | 2.8 | -7 | -1.4
O=C(Nc1ccc(C(=O)N2CCN(c3ccccc3)CC2)cc1)C1=CSCCO1 | 0.1 | -11 | 4.1 | -1 | -3 | 0 | 11 | 2.2 | 17 | -2.0
O=C(NNC(=S)Nc1ccccc1)c1ccncc1 | -1.9 | -4 | -0.2 | . | 0 | -3 | -1 | 0.7 | 8 | -0.5
CCc1ccc(N=C2NC(=O)CS2)cc1 | -2.1 | -4 | 0.7 | 1 | -5 | 1 | 3 | 3.9 | 31 | -0.3
Cn1c(SCC(=O)N2CCOCC2)nc2cccnc21 | -1.4 | -8 | 1.9 | . | -4 | -3 | 0 | 4.0 | 17 | -2.0
COC(=O)CCCCCN1C(=O)/C(=C\c2ccncc2)SC1=S | -1.8 | -4 | 0.3 | -1 | 0 | -2 | 1 | 1.2 | -13 | -0.2

Going on with the list.
SMILES | Ecoli viability | PvdQ inh | AddAB inh | Wnt act | Rtt109 HAT inh | DAGLB inh | Tat transport | phage Ecoli inh | PfHsp90 set2 | CAL PDZ FP
CCn1c(=O)n(CC)c2cc(N3CCCC3)c(NC(=O)c3cc(Cl)ccc3OC)cc21 | -0.4 | 14 | 2.8 | 0 | 2 | 2 | 16 | 0.3 | -30 | -0.2
CC[C@H](C)[C@H]1CNC(=S)N1CC1CCN(CCC23CC4CC(CC(C4)C2)C3)CC1 | . | -17 | . | -2 | -13 | 0 | -1 | -1.8 | -8 | -1.7
O=C(Nc1ccc(S(=O)(=O)O)cc1)c1ccc2c(c1)S(=O)(=O)c1ccccc1C2=O | 0.8 | -3 | 3.2 | 1 | 1 | 6 | 1 | 3.4 | 7 | 1.7
O=C(c1cc(COc2ccc(F)cc2F)on1)N1CC[C@@H]2CCCC[C@H]2C1 | 1.6 | -12 | 0.2 | 1 | 6 | -10 | 19 | 1.3 | -1 | -1.7
CCOC(=O)CSc1nnc(COc2ccc3ccccc3c2)o1 | . | -13 | . | 0 | -9 | -2 | 13 | 2.5 | -15 | -0.4
O=C(c1ccc(Cn2c(=S)[nH]c3ccc(Br)cc3c2=O)cc1)N1CCN(C2CCCCC2)CC1 | 1.2 | -10 | 4.6 | -1 | 1 | 9 | -2 | 3.2 | 18 | -1.1
C=C1C(=O)O[C@@]23[C@H]1CC[C@@H](C)[C@@H]2CC[C@@]1(C)O[C@@H]31 | -2.9 | -20 | 2.8 | . | 5 | 0 | -4 | . | -11 | -0.2

Complete entries, looked up by structure. Values in the order: Ecoli viability | PvdQ inh | AddAB inh | Wnt act | Rtt109 HAT inh | DAGLB inh | Tat transport | phage Ecoli inh | PfHsp90 set2 | CAL PDZ FP
Results for CCn1c(=O)n(CC)c2cc(N3CCCC3)c(NC(=O)c3cc(Cl)ccc3OC)cc21 → -0.4 | 14 | 2.8 | 0 | 2 | 2 | 16 | 0.3 | -30 | -0.2
Results for CC[C@H](C)[C@H]1CNC(=S)N1CC1CCN(CCC23CC4CC(CC(C4)C2)C3)CC1 → . | -17 | . | -2 | -13 | 0 | -1 | -1.8 | -8 | -1.7

Bioassay records from PubChem.
